RNase H inhibition: RNase H inhibition, HIV 1 Gag Pol polyprotein, FRET biochemical assay, screening (AID 372); HIV-1 RT RNase H, FRET RNA/DNA substrate fluorescence; higher % means a stronger effect; hit rate 0.77% among 100,000; one-dose inhibition, % at 10 µM; IC50 in µM for titrated hits; in the data active = inhibition above about 50%
An asterisk follows results filed as active.

entry	canonical_smiles	RNase H inhibition
1	O=C1Nc2ccccc2/C1=C/c1nc2ccc(I)cc2c(=O)n1-c1ccccc1	15.0%
2	CC(=O)c1ccc(N2CCN(C)CC2)c(F)c1	13.0%
3	CN(C)c1ccc(/C=C2\CC3C4CC=C5CC(O)CCC5(C)C4CCC3(C)C2=O)cc1 (stereo unspecified)	23.0%
4	Fc1ccc(CN2CCCCC2c2cccnc2)c(F)c1 (stereo unspecified)	1.0%
5	COc1ccc(OCC(=O)Nc2ccc(Br)cc2C(=O)c2ccccc2)cc1	51.0%*
6	O=C(Cc1ccccc1)N1CCN(Cc2ccccc2)CC1	0.0%
7	N#Cc1c(/N=C/c2c[nH]c3ccccc23)sc2c1CCCC2	26.0%
8	COc1ccc(N2C(=O)NC(=O)/C(=C/c3ccc(-c4cccc(Cl)c4)o3)C2=O)cc1	23.0%
9	COc1ccc(Br)cc1CN1CCN(C(=O)COc2ccccc2)CC1	42.0%
10	COc1cccc(/C=C/c2nc3ccccc3c(=O)n2-c2ccccc2)c1O	20.0%
11	O=C1c2ccccc2NC(c2ccccc2F)N1c1ccccc1 (stereo unspecified)	9.0%
12	O=C(COc1ccccc1[N+](=O)[O-])Nc1ccc(Cl)cc1C(=O)c1ccccc1	31.0%
13	COc1cccc(-n2c(-c3ccc([N+](=O)[O-])cc3)nc3ccccc3c2=O)c1	12.0%
14	COc1cccc(N2C(=O)NC(=O)/C(=C/c3ccc(C)s3)C2=O)c1	4.0%
15	CN(C)c1ccc(/C=C/c2nc3ccccc3c(=O)n2-c2ccccn2)cc1	10.0%
16	CN1C(=O)NC(=O)/C(=C\c2ccc([N+](=O)[O-])o2)C1=O	7.0%
17	COc1ccccc1-n1c(C=C2C(=O)Nc3ccccc32)nc2ccccc2c1=O	14.0%
18	Cc1ccc(-c2nc3ccccc3c(=O)n2-c2ncccc2C)cc1	4.0%
19	CCc1cc(C)cc(OCCOc2ccccc2C=C2C(=O)NC(=S)NC2=O)c1	13.0%
20	O=[N+]([O-])c1ccc(N2CCNCC2)cc1NCCc1ccccc1	0.0%

Next part, overlapping the part above by two compounds.
entry	canonical_smiles	RNase H inhibition
19	CCc1cc(C)cc(OCCOc2ccccc2C=C2C(=O)NC(=S)NC2=O)c1	13.0%
20	O=[N+]([O-])c1ccc(N2CCNCC2)cc1NCCc1ccccc1	0.0%
21	COC(=O)c1[nH]cnc1C(=O)Nc1ccc(Br)cc1C(=O)c1ccccc1	13.0%
22	CCCCn1c(=O)c(C(=O)NCc2cccc(F)c2)c(O)c2ccccc21	7.0%
23	CN1C(=O)NC(=O)/C(=C\c2ccc(Br)s2)C1=O	17.0%
24	Fc1cccc(Cl)c1CN1CCN(c2ccc(Cl)cc2)CC1	5.0%
25	C(=N\NC1=NCCN1)/c1cccnc1	21.0%
26	CCCC1=C(C(=O)OCC)C2(C(=O)Nc3ccccc32)C(C(=O)OC)=C(N)O1 (stereo unspecified)	0.0%
27	O=C1NC(=S)NC(=O)C1=Cc1ccc(-c2cc(Cl)c([N+](=O)[O-])cc2Cl)o1	50.0%*
28	CC(Cc1ccccc1)NC(=O)Cc1ccc(N)cc1 (stereo unspecified)	5.0%
29	N#Cc1ccc(NS(=O)(=O)c2ccc([N+](=O)[O-])cc2)cc1Cl	16.0%
30	COc1ccc(C=C(C#N)C#N)cc1OC	3.0%
31	CCN1CCN(c2ccc([N+](=O)[O-])cc2)CC1	6.0%
32	CC(C)(C)c1ccc(OCCOc2cccc(C=C3C(=O)NC(=S)NC3=O)c2)cc1	10.0%
33	CC1=C(C(=O)OC(C)(C)C)C2(C(=O)Nc3ccccc32)C(C(=O)OCc2ccccc2)=C(N)O1 (stereo unspecified)	0.0%
34	Clc1ccc(CCNCc2ccc3c(c2)OCO3)c(Cl)c1	16.0%
35	N#C/C(=C\c1ccccc1)C(=O)Nc1ccc([N+](=O)[O-])cc1C(=O)c1ccccc1	27.0%
36	COc1ccc(CCNC2CCCCC2C)cc1OC (stereo unspecified)	15.0%
37	Cc1cc(C=C2C(=O)NC(=S)NC2=O)c(C)n1-c1cccc(C(F)(F)F)c1	18.0%
38	Cc1cccc(N2CCN(Cc3ccccc3)CC2)c1C	0.0%
39	CCOP(=O)(Oc1ccccc1C(=O)OC(C)C)SCC(C)C (stereo unspecified)	5.0%

No new results follow: 14 of the compounds above.
entry	canonical_smiles	RNase H inhibition
23	CN1C(=O)NC(=O)/C(=C\c2ccc(Br)s2)C1=O	17.0%
24	Fc1cccc(Cl)c1CN1CCN(c2ccc(Cl)cc2)CC1	5.0%
25	C(=N\NC1=NCCN1)/c1cccnc1	21.0%
26	CCCC1=C(C(=O)OCC)C2(C(=O)Nc3ccccc32)C(C(=O)OC)=C(N)O1 (stereo unspecified)	0.0%
27	O=C1NC(=S)NC(=O)C1=Cc1ccc(-c2cc(Cl)c([N+](=O)[O-])cc2Cl)o1	50.0%*
28	CC(Cc1ccccc1)NC(=O)Cc1ccc(N)cc1 (stereo unspecified)	5.0%
29	N#Cc1ccc(NS(=O)(=O)c2ccc([N+](=O)[O-])cc2)cc1Cl	16.0%
30	COc1ccc(C=C(C#N)C#N)cc1OC	3.0%
31	CCN1CCN(c2ccc([N+](=O)[O-])cc2)CC1	6.0%
32	CC(C)(C)c1ccc(OCCOc2cccc(C=C3C(=O)NC(=S)NC3=O)c2)cc1	10.0%
33	CC1=C(C(=O)OC(C)(C)C)C2(C(=O)Nc3ccccc32)C(C(=O)OCc2ccccc2)=C(N)O1 (stereo unspecified)	0.0%
34	Clc1ccc(CCNCc2ccc3c(c2)OCO3)c(Cl)c1	16.0%
35	N#C/C(=C\c1ccccc1)C(=O)Nc1ccc([N+](=O)[O-])cc1C(=O)c1ccccc1	27.0%
36	COc1ccc(CCNC2CCCCC2C)cc1OC (stereo unspecified)	15.0%

This is a subset; the hit share may differ from the screen's.
